DRD3 agonist: activates the human D3 dopamine receptor; 410,000 compounds, 0.58% hits; D3R DiscoveRx beta-arrestin cells, luminescence, 90 min; AID 652048; P35462; max activation, %; in the data active means max activation above about 30%; further: 0% is about no effect; mostly tested at two doses, the higher about 12 µM
Target sequence (P35462 whole entry, looked up): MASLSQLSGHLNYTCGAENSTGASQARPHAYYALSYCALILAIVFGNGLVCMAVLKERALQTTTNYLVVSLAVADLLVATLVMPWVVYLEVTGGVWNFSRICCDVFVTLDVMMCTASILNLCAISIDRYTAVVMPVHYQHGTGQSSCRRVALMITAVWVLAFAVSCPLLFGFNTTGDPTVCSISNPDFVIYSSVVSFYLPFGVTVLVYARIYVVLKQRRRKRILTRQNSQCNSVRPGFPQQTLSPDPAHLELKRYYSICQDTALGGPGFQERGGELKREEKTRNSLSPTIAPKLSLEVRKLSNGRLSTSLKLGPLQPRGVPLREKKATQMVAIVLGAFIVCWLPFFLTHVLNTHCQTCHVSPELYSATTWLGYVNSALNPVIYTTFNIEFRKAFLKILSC
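Agonist mode: compounds and dopamine controls were applied to plated cells for 90 min at 37 degrees C after an overnight attachment at 1500 cells/well. Luminescent read-out followed 30 - 60 minutes at room temperature with DiscoveRx detection reagent.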
GLP1R cytotox: cytotoxic in the GLP-1 receptor inverse agonist counter-screen. Potency, µM (top dose mostly 38.3 µM), for inactives: top-dose activity change, negative = inhibition, actives largely listed as inhibitors. 410,000 compounds, 0.13% hits. AID 624418. HEK293 cAMP-luciferase reporter cells, luminescence, 24 h;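 further: loss of luciferase light is scored as toxicity; potency means the concentration at half of the fitted maximal effect; on the % scale 0 is the no-effect control and ±100 the full control effect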
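Seeding density was 200 cells/uL; after overnight-length (12 h) culture, 23 nL compounds went on for 24 h at 37 °C. Readout used a luciferase detection reagent, luminescence taken after 12 min at room temperature.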
SW480 rerep: induces DNA re-replication in SW480 colon adenocarcinoma cells; SW480 DNA re-replication, Hoechst DNA content imaging, 48 h; Potency, µM (highest dose often 46.1 µM), for the others: top-dose re-replication activation, hits mostly activators; 340,000 compounds, 1.8% hits; AID 624297; further: potency means the concentration at half of the fitted maximal effect; % of control where 0% means no effect; nearly all actives have a fitted effect of over 55% in size
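Image-based read-out: total Hoechst fluorescence of nuclei (405 nm excitation, 500-530 nm emission), with hits raising the fraction of high-intensity nuclei. SW480 colon cells incubated 48 hr with compounds at 37 C.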
KB-V1 cytotox: kills drug-selected multidrug resistant KB-V1 cells | KB-V1 MDR cells viability, CellTiter-Glo, 72 h | Potency, µM (doses to about 46.1 µM), for the others: at the top dose activity change, negative = cytotoxicity, most hits filed as cytotoxic | 400,000 compounds, 3.4% hits; further: potency means the concentration at half of the fitted maximal effect; on the % scale 0 is the no-effect control and ±100 the full control effect; nearly all actives have a fitted effect of over 60% in size
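qHTS viability screen in drug-selected KB-V1 MDR cells: 72 h compound treatment at 37 degrees C, ATP luminescence end point.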
HT1080 IDH1KD tx: toxicity to HT-1080 IDH1 knockdown cells (counter line); HT-1080 IDH1 knockdown viability, ATP luminescence, 48 h; Potency, µM (highest dose often 46.1 µM), without a hit: at the highest dose activity, negative = toxicity, actives largely listed as cytotoxic; 360,000 compounds, 2% hits;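 further: potency means the concentration at half of the fitted maximal effect; 0% = DMSO wells and -100% = cell-free medium wells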
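IDH1KD HT-1080 cells, 750/well, RPMI + 5% FBS; compound pinned after 2 h settling; 48 h, 37 °C; CellTiter-Glo luminescence; % activity normalised to DMSO and no-cell wells; curves fitted, classed by r2 and efficacy.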
MCF10A rereplic: DNA re-replication induction in MCF 10a cells | Potency, µM (series often up to 46.1 µM), for inactives: top-dose activity, positive = re-replication, most hits filed as activators | 350,000 compounds, 2.9% hits | MCF 10A DNA re-replication, Hoechst nuclear intensity, 48 h; further: potency means the concentration at half of the fitted maximal effect; % of control where 0% means no effect; nearly all actives have a fitted effect of over 50% in size
HT1080NT lethal: kills 2HG-producing HT-1080-NT fibrosarcoma cells; HT-1080-NT fibrosarcoma viability, CellTiter-Glo ATP luminescence, 48 h; 360,000 compounds, 1.6% hits; Potency, µM (highest dose often 46.1 µM), for the others: at the top dose activity, negative = less viability, usual class: cytotoxic;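 further: NT is the 2HG producing partner of a matched IDH1 knockdown line; potency means the concentration at half of the fitted maximal effect; 0% = DMSO-treated cells and -100% = media-only wells without cells; nearly all actives have a fitted effect of over 55% in size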
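Luminescent CellTiter-Glo readout after 48 hours of compound exposure at 37 degrees C defined viability of HT-1080-NT cells. Activity was normalized to DMSO wells and cell-free media wells; concentration-response curves were fitted and assigned curve classes.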
KB-3-1 cytotox: kills parental KB-3-1 adenocarcinoma cells. AID 1347075. 400,000 compounds, 1.4% hits. Potency, µM (doses to about 46.1 µM), inactives show at the top dose activity change, negative = cytotoxic, hits mostly cytotoxic. KB-3-1 viability, CellTiter-Glo ATP luminescence, 72 h; further: potency means the concentration at half of the fitted maximal effect; on the % scale 0 is the no-effect control and ±100 the full control effect; nearly all actives have a fitted effect of over 60% in size
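72 h, 37 °C compound treatment of KB-3-1 parental cells; CellTiter-Glo added, 10 min, luminescence read. Data corrected against DMSO-only plates and normalized before curve fitting.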
IL1B secr inh: blocks inflammasome-driven IL-1 beta release; THP-1 LPS/ATP IL-1B secretion, AlphaLISA, 16 h; hits give low values; activity change, % at 57.5 µM; 360,000 compounds, 4.7% hits; AID 743279; in the data active means activity change below about -50%; inconclusive means mostly about -30% to -49%; further: on the % scale 0 is the no-effect control and ±100 the full control effect
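THP-1 cells pretreated 1 hr with compounds (up to 57.5 uM final), then stimulated with LPS (250 ng/mL final) plus ATP (1.25 mM final); secreted IL-1B measured by AlphaLISA after 16 hr, decreased signal indicating inhibition.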
* marks the source's active call; other numbers are inactive results; i = inactive; u = inconclusive; x = no result given; [ ] = remark or other dose. Unless noted, the call rests on the fitted dose curve; in most records, active means well fitted curve in the direction sought with a large enough effect; inconclusive means small, poorly fitted or top-dose-only effect, or another doubt; inactive means no such curve, though single readings can be large; an effect the other way counts as inactive or inconclusive.

The line under a structure holds: DRD3 agonist | GLP1R cytotox | SW480 rerep | KB-V1 cytotox | HT1080 IDH1KD tx | MCF10A rereplic | HT1080NT lethal | KB-3-1 cytotox | IL1B secr inh
CC(=O)N/C(=C/c1ccc([N+](=O)[O-])cc1)C(=O)O
→ 0 | -1%[7.66 µM] | -4% | 7% | 9% | 0% | 14% | 5% | 3
CCOc1ccc(NS(=O)(=O)c2ccc3c(c2)N(C(C)=O)CC3)cc1
→ 6 | 13% | -1% | u | 4% | 19% | 10% | -9% | 5
CC(NC(=S)Nc1ccccc1)C(c1cccs1)N1CCOCC1 (stereo not drawn)
→ -5 | -21% | -2% | 4% | 3% | -4% | 7% | -1% | 15
CCn1c(SC)nnc1C1CCN(S(=O)(=O)c2ccc(OC)cc2)CC1
→ 0 | -5% | 0% | 5% | 1% | -1% | 5% | 6% | 5
C=CCOc1cccc(C(=O)NC(c2ccccc2)C(C)C)c1 (stereo not drawn)
→ 5 | -12% | u | -14% | 3% | 14% | 4% | -2% | -28
COc1cc2c(cc1OC)C1(NCC2)C(=O)Nc2ccccc21 (stereo not drawn)
→ -12 | 1% | -1% | 0% | -21% | -2% | 3% | -1% | -6
Cn1c(SCC(=O)Nc2cccc(S(=O)(=O)NC3=NCCCCC3)c2)nnc1-c1ccccc1
→ 1 | -13% | 1% | 5% | 10% | -9% | 9% | 5% | -10
O=c1c(NCCc2ccccc2)c(-c2ccccc2)c1=O
→ 4 | -1% | 16% | 7% | 17% | -3% | 20% | -5% | 19
CC(=O)c1ccc(N2CCN(C(=O)CCCn3c(=S)[nH]c4cc5c(cc4c3=O)OCO5)CC2)cc1
→ 28 | -1% | -4% | u | 0% | 3% | -13% | 3% | 16
CCC(=O)N(CCc1ccc(OC)c(OC)c1)Cc1cc2ccc(C)cc2n2nnnc12
→ -14 | 6% | -3% | u | 8% | -12% | 9% | u | 0
O=C(COc1ccc2c(C(F)(F)F)cc(=O)oc2c1)NCc1cccs1
→ 0 | 100%[activator] | 3% | -24% | 4% | -2% | 11% | 14% | -4
Cc1c(C(=O)c2ccccc2C(=O)O)sc2ccccc12
→ 3 | -2% | -7% | 27% | 15% | -6% | 12% | -7% | 43
Nc1[nH]n2c(=O)cc(-c3ccccc3)nc2c1N=Nc1ccccc1
→ 3 | -28% | 6% | u | u | u | u | 8.2µM* | 0
Cc1ccc2nc(-c3cccc(S(=O)(=O)N4CCCC4)c3)cn2c1
→ 2 | 0% | 9% | -16% | -3% | -26% | 0% | -3% | 5
CCc1ccc(Nc2nc3ccccc3c(=O)s2)cc1
→ 4 | -13% | 7% | 7% | -1% | 2% | 4% | 0% | -3
CCC(C)n1c(=N)c(C(=O)NC2CCCCC2)cc2c(=O)n3cc(C)ccc3nc21 (stereo not drawn)
→ -13 | 200%[activator] | x | u | x | x | x | 7% | x
CCC(=O)Nc1cccc(NC(=S)NC(=O)c2cccc(C)c2)c1
→ -1 | -5% | -8% | -27% | -2% | 17% | -1% | u | 24
O=C(Nc1ccccc1)N1CCN(CCc2ccccc2)CC1
→ -21 | 11% | -9% | -29% | -2% | -2% | -2% | 6% | -1
Cn1c(Oc2cccnc2CN2CCCC2)nc2cc(-c3cccc(C(F)(F)F)c3)sc2c1=O
→ 5 | -6% | x | u | u | x | u | 6% | -26
CC(=O)c1ccccc1NC(=O)CC1(CC(=O)O)CCCCC1
→ 0 | -1% | -1% | -9% | -2% | 3% | -4% | -15% | 18
NC(=O)c1cc(Sc2ccccc2)nc2ccccc12
→ 6 | -14% | u | 6% | -6% | 4% | -14% | -1% | -15
COC(=O)C[C@H]1C[C@@H]2c3cc(NS(=O)(=O)c4cccc(OC)c4)ccc3O[C@@H]2[C@@H](CO)O1
→ -2 | 3% | x | 5% | -4% | x | 0% | -9% | -1
O=C(COc1ccc2ccc(=O)oc2c1)Nc1cccc(S(=O)(=O)N2CCCCC2)c1
→ 5 | -16% | -1% | -4% | 4% | 4% | 1% | 7% | 18
CN(C)S(=O)(=O)c1cc(NC(=O)COC(=O)c2ccc3c(c2)OCO3)ccc1Cl
→ -7 | -3% | x | 1% | 3% | 7% | 5% | 4% | 12
COc1cccc(C(=O)N2CCN=C2SC)c1
→ 2 | 0% | -3% | 1% | -1% | 10% | 0% | -1% | 38
Cc1nc2ccccc2c2oc(C(=O)N3CC(C)CC(C)C3)cc12 (stereo not drawn)
→ 0 | 1% | 4% | 5% | 4% | 12% | -4% | -2% | 9
O=c1[nH]c(C2CCN(S(=O)(=O)c3ccccc3)CC2)nc2c1nnn2Cc1c(F)cccc1Cl
→ 11 | -5% | 2% | 11% | u | 0% | u | 0% | 0
CC1=C(O)C(=O)C(c2c(C)cc(C)c(Br)c2C)=C(O)C1=O
→ -3 | -27% | x | u | u | x | u | -10% | 16
Cc1cc(NC(=O)CSc2nc(N)c(NC(=O)c3ccc(F)c(F)c3)c(=O)[nH]2)no1
→ 0 | 3% | -4% | -1% | -1% | 4% | -11% | 4% | i
CCN(CC)S(=O)(=O)c1ccc(OC)c(NC(=O)CSCc2c(C)noc2C)c1
→ -8 | -4% | 3% | -8% | -3% | -19% | -8% | 5% | -23
Cc1ccc(NC(=O)[C@H](C)NC(=O)C2CCN(C(=O)[C@@H](N)C(C)C)CC2)cc1
→ 0 | -30% | 1% | -8% | 0% | 3% | 1% | -1% | 5
COc1ccc(-c2cnc(C(O)c3ccc(-c4ccccc4)cc3)[nH]2)cc1 (stereo not drawn)
→ 4 | 4% | x | 5% | 0% | x | -26% | 0% | -5
CSCCC(NC(=O)c1ccco1)C(=O)OC(C)C(=O)NC(=O)NC1CCCCC1 (stereo not drawn)
→ 1 | -12% | -3% | 12% | 18% | 2% | 8% | 13% | 6
O=C1NC(=O)/C(=C\c2ccccc2OCc2cccc([N+](=O)[O-])c2)N1
→ 3 | 24% | 0% | 5% | -22% | -2% | -8% | -16% | 1
O=C(NCCc1ccc(Cl)cc1)c1ccc(NC2=NC3CS(=O)(=O)CC3S2)cc1 (stereo not drawn)
→ 5 | -18% | -4% | 24% | 6% | 7% | -1% | -1% | -10
Cc1nc(C(=O)NCCO)cc2c1[nH]c1ccccc12
→ 1 | -16% | 11% | 2% | 13% | -6% | 0% | 3% | -4
Cc1cc(NC(=O)CCCC(=O)OCC(F)(F)C(F)F)cc(C)c1C(=O)O
→ 14 | -16% | -2% | 9% | 20% | -2% | 6% | -1% | -14
CCN1CCN(c2ccc(S(=O)(=O)N3CCOCC3)cc2NC(=O)/C=C/c2ccc(C)cc2)CC1
→ -3 | -1% | 9% | 0% | 3% | 17% | 2% | 18% | u
CCOC(=O)N1CCN(C(=O)C2CCN(S(=O)(=O)c3ccc(Cl)cc3)CC2)CC1
→ 0 | -6% | -12% | -12% | -2% | 3% | 6% | 3% | 0
CN1CCCC(OC(=O)c2cc(Cl)ccc2Cl)C1 (stereo not drawn)
→ -4 | -5% | -1% | -18% | 3% | -5% | 2% | -1% | 16
CCOc1cc(/C=N/Nc2nc3ccccc3[nH]2)cc(Br)c1OCC(=O)N(C)C
→ -12 | u | 2% | u | u | u | u | u | -92*
COc1ccc(-c2cc(=Nc3ccc(C(=O)O)cc3)c3cc(C)ccc3o2)cc1
→ -10 | 0%[0.307 µM] | -5% | -9% | -29% | 13% | -5% | 9% | -22
CCC(C)NC(=O)CCn1c(-c2ccc(F)cc2)cc(C(C)=O)c1C (stereo not drawn)
→ 0 | -14% | -14% | -20% | -12% | 12% | -4% | 1% | 32
COC(=O)C(CCSC)NC(=O)CNC(=O)C1CCCCC1 (stereo not drawn)
→ -3 | 11% | -2% | 23% | -1% | -1% | -11% | -2% | -25
CCCc1cc(-c2nc(N)ncc2-c2csc(C)n2)c(O)cc1OC
→ 6 | -3% | -51%[inhibitor] | -3% | -1% | 12% | -1% | 3% | -20
NC(N)=N/N=C/c1cc([N+](=O)[O-])ccc1O
→ -5 | -18% | x | -9% | 8% | -3% | 26% | -6% | 0
Cc1cc(=O)oc2c3c(ccc12)OCN(Cc1ccccc1Cl)C3
→ -10 | -3% | x | u | x | x | x | 20% | x
CC1CCN(C(=O)COC(=O)c2cccs2)CC1
→ -6 | 16% | 2% | 18% | 6% | -1% | 1% | -1% | 3
CN(C)/C=C1\C(=O)NN=C1c1ccccc1
→ 1 | 4% | 4% | 0% | 4% | -1% | 5% | 0% | 0
O=C(Cn1ncc2c3ccccc3n(Cc3cccc(Cl)c3)c2c1=O)NCC1CCCO1 (stereo not drawn)
→ 1 | 0% | 23% | -1% | 13% | u | 6% | 1% | 3
Nc1cc(S(=O)(=O)N2CCOCC2)ccc1Oc1ccc(F)cc1
→ -12 | 1% | -12% | -1% | -30% | 6% | -7% | u | 29
COc1ccc(NC(=O)CN(C)C(=O)c2ccc3ccccc3c2)cc1
→ -1 | 9% | 4% | -4% | 0% | -4% | -9% | 10% | 14
COc1ccc(NC(=S)NC(=O)c2ccc(Br)o2)cc1
→ -5 | -28% | 1% | 0% | 12% | -1% | 16% | 5% | -8
[O-]C(=C(C(=S)Nc1cccc2ccccc12)[n+]1cccc(CO)c1)c1ccc(Cl)s1
→ -13 | -18% | -3% | u | 1% | 18% | -3% | 3% | -10

Assay outcomes: PubChem, National Center for Advancing Translational Sciences (NCATS)
